Screening results: PubChem, several laboratories
CHRM4 PAM: potentiates acetylcholine response at human M4 receptor; activation, % at 3 µM; CHO-K1 hM4/Gqi5, Fluo-8 calcium fluorescence, ACh EC20; 0% = ACh EC20, 100% = maximal ACh; P08173; 0.4% of 360,000 active;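 active = activation above its plate's cutoff, the mean activation of sample wells plus 3 SD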; note: some results filed as inactive read as strong as hits
Target sequence (P08173 whole entry, looked up): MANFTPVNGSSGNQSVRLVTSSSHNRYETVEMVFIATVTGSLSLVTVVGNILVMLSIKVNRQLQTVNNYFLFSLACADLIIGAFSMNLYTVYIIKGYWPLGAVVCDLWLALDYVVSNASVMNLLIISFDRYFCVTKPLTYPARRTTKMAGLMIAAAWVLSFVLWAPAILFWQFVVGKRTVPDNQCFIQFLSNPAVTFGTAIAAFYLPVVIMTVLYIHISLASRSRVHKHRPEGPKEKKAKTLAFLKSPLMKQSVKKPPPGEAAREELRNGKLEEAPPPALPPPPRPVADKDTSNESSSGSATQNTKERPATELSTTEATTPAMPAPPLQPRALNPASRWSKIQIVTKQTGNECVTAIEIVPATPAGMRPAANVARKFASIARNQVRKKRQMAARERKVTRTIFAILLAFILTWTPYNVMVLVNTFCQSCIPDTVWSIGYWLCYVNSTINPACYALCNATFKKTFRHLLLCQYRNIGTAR
M4 ag: CHRM4 agonism in calcium assay. CHO-K1 hM4/Gqi5, Fluo-8 calcium fluorescence; vehicle 0%, full acetylcholine response 100%. activation, % at 3 µM. 0.14% of 360,000 active;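 active = activation above the run mean over all test wells plus 3 SD, cut at about 32% in these data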;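 note: peak over basal fluorescence ratio per well then scaled between controls; 0% = DMSO wells and 100% = acetylcholine at EC100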
M4 antag: antagonists of human muscarinic M4 receptor (CHRM4); P08173; CHO-hM4 cells, ACh EC80, Fluo-8 calcium fluorescence; inhibition, % at 3 µM; 0.73% of 360,000 active;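 active = inhibition above its plate's cutoff, the mean inhibition of sample wells plus 3 SD, cut at about 27% in these data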;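 note: 0% = acetylcholine EC80 with DMSO and 100% = DMSO without agonist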
CRFBP-R2 agonist: agonists of human CRF-binding protein/CRF-R2 receptor complex | HEK293 CRF-R2/CRF-BP, calcium dye fluorescence (FLIPR); percent of saturating CRF peptide response | activation, % at 13.2 µM | 0.46% of 350,000 active | AID 588473;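 active = activation of at least 50%, plus an integration ratio under a set limit after plate pattern correction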;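 note: plate controls were neutral control wells without compound for no effect and CRF at EC100 for full effect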
CHRM5 PAM: CHRM5 positive allosteric modulation; P08912; 0.3% of 360,000 active; CHO-K1 hM5, Fluo-8 calcium, ACh EC20 PAM; 0% = ACh EC20, 100% = ACh EC100; activation, % at 3 µM;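 active = activation above the run cutoff, the mean activation of all test compounds plus 3 SD, cut at about 18% in these data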
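System: CHO-K1 cell line with stable human muscarinic M5 receptor expression | Also added: EC20 acetylcholine as agonist stimulus | Compound: One concentration, 3 µM final (nominal) | Timing: Fluo-8 loading 80 min at 37 °C plus 30 min room temperature | Measured by: Fluo-8 calcium dye fluorescence, kinetic read | Read-out basis: % activation, ACh-normalized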
CHRM5 antagonist: CHRM5 antagonism in calcium assay | P08912 | CHO-hM5 cells, Fluo-8 calcium fluorescence, ACh EC80 | inhibition, % at 3 µM | 0.59% of 360,000 active | AID 624040;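 active = inhibition above a per-plate cutoff, the mean of that plate's test compounds plus 3 SD, cut at about 27% in these data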;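 note: 0% = acetylcholine EC80 with DMSO and 100% = DMSO without agonist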
M5 ag: agonists of human muscarinic M5 receptor (CHRM5); P08912; CHO-K1 hM5 cells, Fluo-8 calcium fluorescence; 0% DMSO wells, 100% maximal acetylcholine response; activation, % at 3 µM; 0.19% of 360,000 active; AID 624037;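 active = activation above the run's mean over test compounds plus 3 SD, cut at about 23% in these data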;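 note: signal is peak over basal fluorescence ratio across the kinetic read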
CHRM1 PAM: positive allosteric modulators of human M1 muscarinic receptor; CHO-K1 hM1, Fluo-8 calcium fluorescence, ACh EC20; 0% = ACh EC20, 100% = maximal ACh; activation, % at 3 µM; 0.088% of 360,000 active; in the data active = activation above about 19%, passing the limit was not always enough
Target sequence (P11229 whole entry, looked up): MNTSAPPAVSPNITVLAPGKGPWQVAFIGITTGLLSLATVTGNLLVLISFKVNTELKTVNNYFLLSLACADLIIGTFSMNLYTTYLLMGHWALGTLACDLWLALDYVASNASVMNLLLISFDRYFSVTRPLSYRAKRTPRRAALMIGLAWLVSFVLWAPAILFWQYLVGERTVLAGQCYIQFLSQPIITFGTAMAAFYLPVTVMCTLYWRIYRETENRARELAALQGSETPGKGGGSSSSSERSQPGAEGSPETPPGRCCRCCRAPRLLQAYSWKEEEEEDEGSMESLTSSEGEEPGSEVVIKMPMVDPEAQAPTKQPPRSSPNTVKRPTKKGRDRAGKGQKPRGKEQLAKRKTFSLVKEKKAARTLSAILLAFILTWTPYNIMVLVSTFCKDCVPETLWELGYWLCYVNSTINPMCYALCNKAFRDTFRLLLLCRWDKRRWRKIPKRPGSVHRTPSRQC
M1 antag: blocks human M1 muscarinic receptor; 1.3% of 360,000 active; inhibition, % at 3 µM; CHO-K1 hM1, Fluo-8 calcium fluorescence, ACh EC80 antagonist; P11229;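 active = percent inhibition above its own plate's cutoff, namely the mean of that plate's compound wells plus 3 SD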;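 note: peak over basal fluorescence ratio during 140 s after agonist addition; 0% = ACh EC80 plus DMSO and 100% = DMSO alone without agonist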
The depositor's hits bear a star; / = no result given; & = joins results of further samples. Only part of the results is shown (hit frequency here may not be typical).

Letters – A = CHRM4 PAM; B = M4 ag; C = M4 antag; D = CRFBP-R2 agonist; E = CHRM5 PAM; F = CHRM5 antagonist; G = M5 ag; H = CHRM1 PAM; I = M1 antag
O=C1NCN(c2ccccc2)C12CCN(C(CCc1ccccc1)c1nnnn1-c1ccc3c(c1)OCCO3)CC2 (configuration not stated)
  A: 4 | B: 2 | C: -8 | D: / | E: 2 | F: 5 | G: 5 | H: 0 | I: -29

Cc1cc(O)c2c(c1)OC(C)(C)C1=C2CC(C)CC1 (configuration not stated)
  A: -9 | B: -2 | C: -4 | D: -2.1 | E: -11 | F: 6 | G: -9 | H: -4 | I: -6

CN1CC[C@@]2(C)c3cc(O)ccc3N(C)[C@@H]12
  A: 2&-4 | B: 2&0 | C: -3&7 | D: 0.1&-0.7 | E: 1&-2 | F: -2&0 | G: 0&0 | H: 1&3 | I: -22&-31

CN1C(=O)N(C)C(=O)C2(Cc3cc(NC(=O)c4ccccc4Cl)ccc3N3CCCC32)C1=O (configuration not stated)
  A: 2 | B: 0 | C: 5 | D: 0.5 | E: 1 | F: 0 | G: -1 | H: 11 | I: -17

Clc1ccc2c(c1)C(c1ccccc1Cl)=NCc1nnc(N3CCN(CCSc4ccccc4)CC3)n1-2
  A: 6 | B: 2 | C: -7 | D: -0.3 | E: -2 | F: 15 | G: 0 | H: 8 | I: -3

CN(C(=O)Oc1ccc([N+](=O)[O-])cc1)c1ccccc1
  A: 6 | B: 4 | C: -3 | D: 2.8 | E: -8 | F: 8 | G: -1 | H: 11 | I: -8

CCOC(=O)c1cc2cc(OC)ccc2n1C1CCN(Cc2ccccc2)CC1
  A: 0 | B: -2 | C: -16 | D: / | E: -6 | F: -8 | G: 0 | H: / | I: /

O=c1oc2ccccc2c(O)c1[C@H]1c2ccc(O)cc2Oc2c1c(=O)oc1ccccc21
  A: 5 | B: 1 | C: -5 | D: -3.1 | E: -5 | F: 17 | G: 1 | H: 4 | I: -11

COc1ccc(C(=O)N2Cc3cnnn3-c3ccccc3C2C#N)cc1 (configuration not stated)
  A: -1 | B: 0 | C: 7 | D: -1.1 | E: -4 | F: 9 | G: 1 | H: 10 | I: -15

CCCCn1nnnc1C(CCc1ccccc1)N1CCC2(CC1)C(=O)NCN2c1ccccc1 (configuration not stated)
  A: -1 | B: 3 | C: -7 | D: / | E: 0 | F: 4 | G: 3 | H: 1 | I: -18

Rewritten as tab-separated lines: entries from further up.
smiles	CHRM4 PAM	M4 ag	M4 antag	CRFBP-R2 agonist	CHRM5 PAM	CHRM5 antagonist	M5 ag	CHRM1 PAM	M1 antag
CN1C(=O)N(C)C(=O)C2(Cc3cc(NC(=O)c4ccccc4Cl)ccc3N3CCCC32)C1=O (configuration not stated)	2	0	5	0.5	1	0	-1	11	-17
CCCCn1nnnc1C(CCc1ccccc1)N1CCC2(CC1)C(=O)NCN2c1ccccc1 (configuration not stated)	-1	3	-7	/	0	4	3	1	-18

The main list resumes; the five compounds before the break are reprinted first.
Letters – A = CHRM4 PAM; B = M4 ag; C = M4 antag; D = CRFBP-R2 agonist; E = CHRM5 PAM; F = CHRM5 antagonist; G = M5 ag; H = CHRM1 PAM; I = M1 antag
CN(C(=O)Oc1ccc([N+](=O)[O-])cc1)c1ccccc1
  A: 6 | B: 4 | C: -3 | D: 2.8 | E: -8 | F: 8 | G: -1 | H: 11 | I: -8

CCOC(=O)c1cc2cc(OC)ccc2n1C1CCN(Cc2ccccc2)CC1
  A: 0 | B: -2 | C: -16 | D: / | E: -6 | F: -8 | G: 0 | H: / | I: /

O=c1oc2ccccc2c(O)c1[C@H]1c2ccc(O)cc2Oc2c1c(=O)oc1ccccc21
  A: 5 | B: 1 | C: -5 | D: -3.1 | E: -5 | F: 17 | G: 1 | H: 4 | I: -11

COc1ccc(C(=O)N2Cc3cnnn3-c3ccccc3C2C#N)cc1 (configuration not stated)
  A: -1 | B: 0 | C: 7 | D: -1.1 | E: -4 | F: 9 | G: 1 | H: 10 | I: -15

CCCCn1nnnc1C(CCc1ccccc1)N1CCC2(CC1)C(=O)NCN2c1ccccc1 (configuration not stated)
  A: -1 | B: 3 | C: -7 | D: / | E: 0 | F: 4 | G: 3 | H: 1 | I: -18

COc1ccc(N/N=C/c2c(O)n(-c3cccc(C)c3)c(=O)[nH]c2=O)cc1
  A: -1 | B: 1 | C: 0 | D: -1.2 | E: 4 | F: 6 | G: 0 | H: 1 | I: 4

CSc1ncc(/C=C2/C(=O)NC(=O)N(c3ccc(C)cc3)C2=O)cn1
  A: 4 | B: 0 | C: 3 | D: 1.7 | E: 4 | F: 7 | G: 0 | H: 14 | I: -6

Cc1c(/C=N/O)c2ccccc2n1C
  A: -6 | B: 2 | C: 5 | D: 0.0 | E: -9 | F: 5 | G: 0 | H: 9 | I: -10

CCCc1[nH]nc2c1C1(C(=O)N(CC(N)=O)c3ccccc31)C(C(=O)OC)=C(N)O2 (configuration not stated)
  A: 8 | B: 0 | C: -3 | D: -1.5 | E: -1 | F: -2 | G: -3 | H: 7 | I: -42

CC1CCN(CC(=O)c2ccccc2Cl)CC1
  A: 12 | B: 0 | C: -11 | D: 2.7 | E: 1 | F: 8 | G: 0 | H: 10 | I: -17

O=C(CN1CCCC1=O)Nc1ccccc1
  A: 3 | B: 1 | C: -6 | D: 4.1 | E: -7 | F: 6 | G: -2 | H: 5 | I: -41

Brc1ccc2[nH]cc(C=NN3CCCCCC3)c2c1
  A: -5 | B: 3 | C: 3 | D: -0.7 | E: -3 | F: 18 | G: -8 | H: -9 | I: 3

COC(=O)NC(=C(Cl)Cl)P(=O)(c1ccccc1)c1ccccc1
  A: 31* | B: 1 | C: 3 | D: -1.8 | E: 16 | F: -17 | G: 2 | H: 7 | I: -7

Cc1cccc(C(=O)NC(Oc2ccccc2)C(Cl)(Cl)Cl)c1 (configuration not stated)
  A: -8 | B: -3 | C: -13 | D: -1.5 | E: -12 | F: 4 | G: -4 | H: -1 | I: 0

Clc1ccc2sc(C3CCNCC3)nc2c1
  A: -10 | B: 3 | C: 8 | D: 1.9 | E: -12 | F: 14 | G: -5 | H: -23 | I: 24

CC[C@H]1CC2CN3CCc4c([nH]c5cc(OC)ccc45)[C@](C(=O)OC)(C2)[C@H]13
  A: 3 | B: -3 | C: -16 | D: 0.2 | E: -8 | F: -1 | G: -3 | H: 1 | I: -3

COc1ccc(-n2c(=S)[nH]c3ccc(C)cc3c2=O)cc1
  A: -1 | B: 1 | C: 5 | D: 4.1 | E: 7 | F: 6 | G: 4 | H: 7 | I: -10

CC(c1ccc(F)cc1)n1cc(C(=O)NCc2ccc3c(c2)OCO3)nn1 (configuration not stated)
  A: 6 | B: 7 | C: -7 | D: 6.9 | E: -10 | F: -7 | G: 10 | H: 7 | I: 2

O=C1NC(=O)N(CCc2ccc(F)cc2)C(=O)/C1=C/c1ccco1
  A: -2 | B: 6 | C: -3 | D: 6.2 | E: 0 | F: 5 | G: 7 | H: 1 | I: 9

NC(N)=N/N=C/c1ccc(N(c2ccccc2)c2ccccc2)cc1
  A: -11 | B: 0 | C: 17 | D: -0.9 | E: -9 | F: 11 | G: -8 | H: -13 | I: 28

CC(C)CN1CCN(Cc2cccc3c2OCO3)CC1CCO (configuration not stated)
  A: -5 | B: 0 | C: -1 | D: -1.6 | E: 5 | F: -2 | G: -3 | H: 0 | I: 0

CC(C)CCOC(=O)c1c(N)n(CC2CCCO2)c2nc3ccccc3nc12 (configuration not stated)
  A: -8 | B: 3 | C: 6 | D: -1.8 | E: -13 | F: 2 | G: -4 | H: -3 | I: -16

CCN(CC)C(=O)c1ccc(NC(=O)c2cc(-n3cnnc3)ccc2Cl)cc1
  A: 12 | B: 0 | C: -14 | D: 4.5 | E: 3 | F: 0 | G: 2 | H: 6 | I: 2

CCCCCCn1c(=O)c(C(=O)Nc2ncccc2C)c(O)c2ccccc21
  A: -2 | B: 1 | C: 1 | D: 1.4 | E: 3 | F: -2 | G: 1 | H: 3 | I: 4

CCOC(=O)C1=C(C)OC(N)=C(C(=O)OCC)[C@@]12C(=O)N(CC(N)=O)c1ccccc12
  A: 2 | B: 0 | C: -3 | D: -1.5 | E: 0 | F: 2 | G: -1 | H: 8 | I: -22

Next compounds follow.
The line under a structure holds: CHRM4 PAM	M4 ag	M4 antag	CRFBP-R2 agonist	CHRM5 PAM	CHRM5 antagonist	M5 ag	CHRM1 PAM	M1 antag
CCN1C[C@]2(COC)CC[C@H](O)[C@]34C1[C@](O)([C@@H](OC)[C@H]23)[C@@]1(O)C[C@H](OC)[C@H]2C[C@@H]4[C@@H]1[C@H]2OC
→ -4	0	1	0.6	-1	-2	1	1	-31
Cc1cccc(C(=O)Nc2ccc3c(c2)CC2(C(=O)N(C)C(=O)N(C)C2=O)C2CCCN32)c1 (configuration not stated)
→ 3	1	-6	7.6	2	2	1	1	6
Cn1c(O)c(C(c2ccccn2)c2c(O)n(C)c(=S)[nH]c2=O)c(=O)[nH]c1=S
→ -1	-3	14	-2.2	17	0	-6	3	-4
Oc1cc(Cl)c(Cl)c(Cl)c1
→ -4	18	-1	20	-18	14	10	-20	23*
CCCCOP(=O)(OCCCC)/C(C#N)=C(/C)O
→ 4	1	18	-0.3	3	0	5	12	-7
N#CCCn1cc(C=C2C(=O)NC(=O)NC2=O)c(-c2ccccc2)n1
→ 8	1	-7	1.1	-8	4	-6	12	-12
CC(=O)O[C@@H]1/C=C/[C@](C)(O)C[C@@H](C)C/C=C/[C@H]2[C@@H]3O[C@]3(C)[C@@H](C)[C@H]3[C@H](Cc4ccccc4)NC(=O)[C@@]312
→ 0	6	-20	0.1	1	-11	4	-4	-1
CN(C)CC1CCCCC1OC(=O)c1ccc(Cl)c(Cl)c1 (configuration not stated)
→ -12	8	-11	3.4	4	-17	-7	-12	-6
COc1ccccc1OCC(=O)N1CCN(Cc2ccc3c(c2)OCO3)CC1
→ -1	2	-1	-0.5	0	9	-1	-3	13
CC(C)COc1ccc(C2(C#N)CC[N+](C)(C)CC2)cc1
→ -1	1	-3	2.0	-14	9	-7	3	-1
Cc1cc(OC(=O)N(C)C)nc(-c2ccc(C)c(Cl)c2)n1
→ 5	0	-8	-0.7	3	6	-7	-3	10
COC(=O)C1=C(c2ccc(-c3ccccc3)c(F)c2)C[C@@H]2CC[C@H]1N2C(=O)NC(C)C
→ -2	9	7	-1.5	0	5	-5	-9	17
O=C([O-])c1ccc(-[n+]2c(-c3ccccc3)cc(-c3ccccc3)cc2-c2ccccc2)cc1
→ -6	1	21	-0.6	-23	22	-11	-5	-3
CCCC(C)C1(CC)C(=O)NC(=Nc2ccc(OC)cc2)NC1=O (configuration not stated)
→ 0	1	4	-1.7	-5	15	0	9	-8
CCN(CC)C(=O)c1ccc(NC(=O)c2ccc(N3CCCC3=O)cc2)cc1
→ 10	1	2	-0.4	-2	3	0	9	-7
CCOC(=O)C1=C(N)Oc2cc(C)oc(=O)c2C12C(=O)N1c3c(cccc32)C(C)=CC1(C)C (configuration not stated)
→ 0	0	-2	-0.4	1	6	2	3	1

In a second layout: 2 of the compounds above
Oc1cc(Cl)c(Cl)c(Cl)c1
  CHRM4 PAM: -4; M4 ag: 18; M4 antag: -1; CRFBP-R2 agonist: 20; CHRM5 PAM: -18; CHRM5 antagonist: 14; M5 ag: 10; CHRM1 PAM: -20; M1 antag: 23*
CCCCOP(=O)(OCCCC)/C(C#N)=C(/C)O
  CHRM4 PAM: 4; M4 ag: 1; M4 antag: 18; CRFBP-R2 agonist: -0.3; CHRM5 PAM: 3; CHRM5 antagonist: 0; M5 ag: 5; CHRM1 PAM: 12; M1 antag: -7
